Bioassay records: PubChem, The Scripps Research Institute Molecular Screening Center
ASAP1 inh – ASAP1 ArfGAP inhibition; Q9ULH1; ASAP1-stimulated ARF1 GTP hydrolysis, GDP FP detection; inhibition, % at 16.5 µM; hit rate 0.19% among 360,000; AID 624377; in the data active means inhibition above about 25%;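 further: 0% = vehicle with enzyme and substrate and 100% = no enzyme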
DDE Tn7 FP inh – inhibitors of Tn7 peptide binding to human fibrin DD(E); FP displacement of FITC-Tn7 peptide from fibrin DD(E); 0% = median of compound wells per plate; inhibition, % at 8.3 µM; P02675; hit rate 0.13% among 370,000;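 active means inhibition above the mean of compounds falling within the control limits plus 3 SD of them, cut at about 14% in these data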;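 further: 0% = plate median of compound wells and 100% = 10 µM Aha-Tn7 peptide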
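Assay system: Human fibrin DD(E) protein | Medium: Tris buffer with calcium and detergent, pH 7.8 | Reagent: 0.1 µM fluorescent Tn7 | Compound dosing: Single point at 8.3 µM | Times: 10 min preincubation, 3 h with tracer, room temperature | Detection: Fluorescence polarization of the labelled Tn7 tracer | Controls: Aha-Tn7 high control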
PLC-beta3 inh – blocks human PLC-beta3 enzyme activity | hit rate 0.18% among 370,000 | Purified PLC-beta3, fluorogenic substrate, fluorescence | AID 720704 | inhibition, % at 12.2 µM; in the data active means inhibition above about 11%;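 further: 0% = median of compound wells on plate and 100% = full blocker control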
DDE Tn6 FP inh – disrupts Tn6 cyclic peptide binding to fibrin D-Dimer-E complex. Fibrin DD(E) TRITC-Tn6 fluorescence polarization displacement. inhibition, % at 8.3 µM. hit rate 0.21% among 370,000;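 active means inhibition above a per-campaign cutoff: mean of compounds within control limits plus 3 SD, cut at about 15% in these data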;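 further: 0% = median of all compound wells on the plate and 100% = blocking peptide control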
UHRF1 binding – human UHRF1 methylated DNA binding inhibitors | UHRF1 binding to methylated oligo, TR-FRET | Q96T88 | hit rate 0.75% among 370,000 | AID 687016 | inhibition, % at 4.4 µM; in the data active means inhibition above about 21%;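 further: UHRF1 SRA domain binding a hemimethylated CpG hairpin DNA probe; 0% = median of test compound wells and 100% = reference inhibitor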
PLCg1 inh – blocks human PLC-gamma1 enzyme activity. purified PLC-gamma1, fluorogenic substrate, fluorescence. hit rate 0.84% among 370,000. P19174. inhibition, % at 12.2 µM; in the data active means inhibition above about 9.5%
Target sequence (P19174 whole entry, looked up): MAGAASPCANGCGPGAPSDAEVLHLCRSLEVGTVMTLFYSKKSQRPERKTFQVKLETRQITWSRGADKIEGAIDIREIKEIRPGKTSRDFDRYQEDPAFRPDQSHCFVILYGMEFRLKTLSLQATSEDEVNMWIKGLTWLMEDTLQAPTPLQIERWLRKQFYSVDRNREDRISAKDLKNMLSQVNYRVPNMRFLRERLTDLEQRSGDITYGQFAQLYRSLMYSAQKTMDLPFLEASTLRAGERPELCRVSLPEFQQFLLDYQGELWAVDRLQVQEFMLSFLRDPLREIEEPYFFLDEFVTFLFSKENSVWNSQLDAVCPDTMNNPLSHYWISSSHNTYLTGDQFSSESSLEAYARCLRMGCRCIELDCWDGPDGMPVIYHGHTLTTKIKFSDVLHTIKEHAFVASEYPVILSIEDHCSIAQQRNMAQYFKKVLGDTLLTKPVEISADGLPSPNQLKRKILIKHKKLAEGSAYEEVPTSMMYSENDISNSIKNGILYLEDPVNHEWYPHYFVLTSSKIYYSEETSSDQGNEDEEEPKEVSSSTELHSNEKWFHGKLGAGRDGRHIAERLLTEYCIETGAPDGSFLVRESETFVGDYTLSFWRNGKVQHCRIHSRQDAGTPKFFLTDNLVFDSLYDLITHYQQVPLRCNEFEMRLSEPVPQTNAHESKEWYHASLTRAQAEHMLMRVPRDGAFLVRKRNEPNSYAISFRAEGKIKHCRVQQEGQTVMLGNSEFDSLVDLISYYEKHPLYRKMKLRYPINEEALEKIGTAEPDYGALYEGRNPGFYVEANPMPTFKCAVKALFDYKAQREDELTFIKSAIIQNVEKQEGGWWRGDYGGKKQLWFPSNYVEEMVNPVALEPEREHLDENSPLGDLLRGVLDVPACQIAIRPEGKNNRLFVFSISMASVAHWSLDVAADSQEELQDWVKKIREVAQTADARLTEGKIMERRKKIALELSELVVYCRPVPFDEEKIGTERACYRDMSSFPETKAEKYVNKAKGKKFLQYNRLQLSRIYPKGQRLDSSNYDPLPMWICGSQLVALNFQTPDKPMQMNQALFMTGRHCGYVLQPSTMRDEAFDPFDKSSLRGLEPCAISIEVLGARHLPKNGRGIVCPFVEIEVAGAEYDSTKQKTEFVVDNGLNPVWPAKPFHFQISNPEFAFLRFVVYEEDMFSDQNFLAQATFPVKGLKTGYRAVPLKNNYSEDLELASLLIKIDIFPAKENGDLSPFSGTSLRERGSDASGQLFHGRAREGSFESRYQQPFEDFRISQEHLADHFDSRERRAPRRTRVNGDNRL
ARFGAP1 inh – rat ARFGAP1 inhibition | Q62848 | Arfgap1-stimulated ARF1 GTP hydrolysis, GDP FP detection | inhibition, % at 16.5 µM | hit rate 0.26% among 360,000 | AID 651572;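 active means inhibition above a per-plate limit, mean inhibition of low control wells plus 3 SD, cut at about 25% in these data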;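 further: 0% = DMSO wells with enzyme and 100% = wells lacking Arfgap1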
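Material – truncated rat Arfgap1 GAP domain · Buffer or medium – HEPES-based buffer, pH 7.5 · Reagent – human ARF1(Δ1-17)-GTP substrate · Dosing – 16.5 µM single point, 1.26% DMSO · Schedule – GTP hydrolysis reaction 2 h at 25 °C · Technique – GDP detection by fluorescence polarization · Benchmarks – No-Arfgap1 wells (100%) versus DMSO full-reaction wells (0%) · Repeats – single replicate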
MBD2 DNA inh – blocks human MBD2 binding to methylated DNA | Q9UBB5 | TR-FRET, MBD2 binding to methylated oligonucleotide | inhibition, % at 4.4 µM | hit rate 0.31% among 370,000; in the data active means inhibition above about 13%
KLK7 zymogen act – activators of human kallikrein-7 zymogen; purified proKLK7, EDANS-DABCYL substrate fluorescence; 100% is mature enzyme control, 0% vehicle; activation, % at 7 µM; hit rate 0.9% among 370,000;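 active means activation above the mean of all tested compounds plus 3 SD, computed per campaign excluding outliers beyond control limits, cut at about 13% in these data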
ADAM17 inh – inhibits human ADAM17 | P78536 | hit rate 0.83% among 370,000 | AID 720648 | recombinant ADAM17, EDANS/DABCYL FRET peptide cleavage | inhibition, % at 6.95 µM;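 active means inhibition above the mean of compounds lying between control limits plus 3 SD, set per campaign, cut at about 8.5% in these data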;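 further: 0% = DMSO-only wells as the low control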
Starred values were filed as active, the others as inactive; . = no result given. No enrichment for hits (roughly 4.1% active in at least one column).

SMILES	ASAP1 inh	DDE Tn7 FP inh	PLC-beta3 inh	DDE Tn6 FP inh	UHRF1 binding	PLCg1 inh	ARFGAP1 inh	MBD2 DNA inh	KLK7 zymogen act	ADAM17 inh
Cc1ccc(C)c(C(=O)COC(=O)CN2C(=O)C3C4C=CC(C4)C3C2=O)c1 (stereo unspecified)	-7	6	-3	0	2	0	-12	-1	-0.3	-1
C=C(C)CNC(=S)N/N=C/c1ccc(N2CCOCC2)cc1	20	4	-208	-5	-1	-165	-1	-2	9.7	-351
CN(CC1COc2ccccc2O1)C(=O)c1ccc(Cl)c(S(=O)(=O)N2CCCCCC2)c1 (stereo unspecified)	8	-3	-42	-5	-1	-33	6	-5	-1.0	-2
N#C/C(=C\C=C\c1ccccc1[N+](=O)[O-])C(=O)NCc1ccccc1	-13	2	-109	-7	-3	-65	-5	2	0.2	0
Cc1cc(C)n(-c2cc(N3CCN(C(=O)c4cccc(F)c4)CC3)ccc2[N+](=O)[O-])n1	-13	5	4	0	1	5	12	-4	0.1	0
Cc1ccsc1/C=C(\C#N)C(=O)NCCCN1CCOCC1	-5	-5	-5	6	-3	0	-5	0	-0.2	-6
CC1CCN(S(=O)(=O)c2cn(CC(=O)Nc3ccc(OC(F)(F)F)cc3)cn2)CC1	-12	-6	-5	-3	-1	2	-1	0	0.4	1
COc1ccc(CNCCCC(=O)Nc2c(Cl)ccc(C)c2Cl)cc1OC	1	6	-2	-3	-1	2	-1	2	0.4	1
CCCCCCCCOc1ccc(C2CC(=O)NC2=O)cc1 (stereo unspecified)	-2	-7	-6	-2	0	1	3	2	0.5	5
COC(=O)c1cscc1NC(C)=O	0	-12	1	8	-2	3	1	-6	-0.1	-1
C=CCC(C(=O)NC(C)c1ccccc1)C(=O)NC(C)c1ccccc1 (stereo unspecified)	2	1	-4	1	-1	2	3	2	-0.2	-1
CCOC(=O)C1=C(O)C(=O)N(C2CCCCC2)C1	-3	-1	-7	1	0	5	8	0	0.9	1
Cc1ccc(C(=O)OCC(=O)NCCc2ccccc2)cc1C	-2	-3	-3	-3	0	-2	-2	-1	0.2	1
Cc1ccc(/C=N/NC(=O)c2ccccn2)s1	-10	-4	-17	-7	2	-16	-8	0	-1.5	-4
O=C(O)/C(=C\c1ccccc1OC(F)F)Sc1nnc(-c2ccc(F)cc2)o1	8	0	-9	-1	-8	-1	-10	-1	0.3	0
O=C(N/N=C/c1ccco1)c1ccc(NC(=O)C2CC2)cc1	-13	2	1	-1	-4	-1	5	-3	-0.7	0
CCOC(=O)C(Cc1cc(N)c(Oc2ccc(OC)cc2)c(N)c1)NC(C)=O (stereo unspecified)	10	-1	-11	8	-1	0	-2	-2	0.0	6
CCC(C(=O)Nc1ccc(C(C)C)cc1)c1ccccc1 (stereo unspecified)	0	3	0	-6	-2	1	-15	-3	-0.2	3
O=C(CN1CCCCCCC1)Nc1cc(Cl)cc(Cl)c1	9	3	0	-1	57*	6	-3	-5	0.3	3
O=C(Oc1cncc(Cl)c1)c1ccco1	7	-5	3	0	0	2	8	0	-0.6	4
O=C1CC(C(=O)Nc2cccc(Cl)c2)n2ncnc2N1 (stereo unspecified)	-3	-6	-2	8	0	-1	6	2	0.2	-1
COc1ccc(NC(=O)CN2CCN(S(=O)(=O)c3ccc(Br)cc3)CC2)c(OC)c1	-6	-4	-6	-2	3	-3	4	2	0.5	0
Cn1cccc1Cc1nnc(SCC(=O)Nc2nccs2)n1CCc1ccccc1	15	-2	-24	-1	3	-16	-9	1	1.1	-1
O=C(NCC1CCCO1)c1cc(S(=O)(=O)Nc2ccc(Br)cc2)ccc1Cl (stereo unspecified)	5	7	-10	2	1	-4	6	-3	0.2	-6
COc1cccc(CN(C)C(=O)C2CCCN(C(=O)c3ccc(Cl)cc3)C2)c1 (stereo unspecified)	-5	-4	-7	-11	0	-4	2	-4	-0.2	-2
O=C(c1ccc(F)cc1Cl)N1CCN(CCc2ccccc2)CC1	2	-4	-3	1	0	-3	0	-1	0.1	-2
O=C1CC2c3ccccc3CCN2C(=O)CN1Cc1ccccc1 (stereo unspecified)	-4	-9	2	-5	-3	-2	2	-3	-0.1	-1
CCn1nnc2cc(C(=O)OCC(=O)N(C)Cc3cccc(F)c3)ccc21	-3	2	-11	6	2	-3	-12	2	-0.1	-3
COCCn1c(CN2CC(C)CC(C)C2)nc2c1c(=O)n(C)c(=O)n2C (stereo unspecified)	4	-5	1	-1	2	2	8	8	-0.1	3
CC1CCN(S(=O)(=O)c2ccc3[nH]c(=O)ccc3c2)CC1	10	-2	2	5	-1	1	-7	1	-0.4	0
Clc1cccc2c1CCN(Cc1nc(-c3cnccn3)no1)C2	13	3	-9	7	-1	1	-6	2	0.3	-1
O=C(CN1CCN(S(=O)(=O)c2cc(Cl)ccc2Cl)CC1)Nc1ccc2c(c1)OCCO2	7	-2	3	-6	0	1	0	-5	0.1	0
Cc1ccc(OCC(=O)Nc2cc(C(C)(C)C)on2)cc1C	3	-13	-10	1	1	-2	11	1	0.4	3
Cc1cc(C)c(NC(=O)CN2C(=O)CC(C)S(=O)(=O)c3ccccc32)c(C)c1 (stereo unspecified)	-4	0	-4	-3	-1	4	5	-3	0.0	-7
COc1ccc(OC)c(N(CC(=O)N2CCCC2)S(=O)(=O)c2ccc(OC)c(OC)c2)c1	3	7	2	-2	1	2	-7	2	0.4	-1
CN(CC(=O)NCc1ccccc1F)S(=O)(=O)c1ccc(Cl)cc1	-6	6	-6	0	-5	3	-13	-5	-0.4	-2
CC(OC(=O)Cc1ccsc1)C(=O)Nc1ccc(Cl)cn1 (stereo unspecified)	1	-2	-4	4	1	-4	0	-4	0.1	1
N#CCc1c(C#N)c(N)nc(N2CCN(Cc3ccc4c(c3)OCO4)CC2)c1C#N	2	-2	-99	6	-3	-72	-4	-8	-23	-5
COc1ccc(CCNS(=O)(=O)c2ccc([N+](=O)[O-])cc2)cc1OC	0	-1	-8	5	2	1	10	4	-0.6	-2
CCC(CCNC(=O)c1ccccc1)(CCNC(=O)c1ccccc1)[N+](=O)[O-]	-4	3	3	2	-1	1	6	-3	0.0	-1

Some of these compounds in order of their number in DDE Tn6 FP inh, descending.
compound	ASAP1 inh	DDE Tn7 FP inh	PLC-beta3 inh	DDE Tn6 FP inh	UHRF1 binding	PLCg1 inh	ARFGAP1 inh	MBD2 DNA inh	KLK7 zymogen act	ADAM17 inh
N#CCc1c(C#N)c(N)nc(N2CCN(Cc3ccc4c(c3)OCO4)CC2)c1C#N	2	-2	-99	6	-3	-72	-4	-8	-23	-5
Cc1cc(C)n(-c2cc(N3CCN(C(=O)c4cccc(F)c4)CC3)ccc2[N+](=O)[O-])n1	-13	5	4	0	1	5	12	-4	0.1	0
C=C(C)CNC(=S)N/N=C/c1ccc(N2CCOCC2)cc1	20	4	-208	-5	-1	-165	-1	-2	9.7	-351

Following part:
SMILES	ASAP1 inh	DDE Tn7 FP inh	PLC-beta3 inh	DDE Tn6 FP inh	UHRF1 binding	PLCg1 inh	ARFGAP1 inh	MBD2 DNA inh	KLK7 zymogen act	ADAM17 inh
Cc1ccc(S(=O)(=O)N2CCN(C(=O)c3c(-c4ccccc4)noc3C)CC2)c(C)c1	-20	5	-4	3	1	2	4	1	0.6	0
NC(=S)NN=Cc1ccc(OC(=O)COc2cc(Cl)c(Cl)cc2Cl)cn1	0	5	-64	2	-2	-44	2	0	0.1	-40
Cc1ccc(S(=O)(=O)N2CCC(C(=O)N[C@@H](C)C(=O)Nc3ccc4c(c3)OCO4)CC2)cc1	6	2	2	-1	-3	0	7	-3	0.4	-1
Cc1ncc([N+](=O)[O-])n1CCOC(=O)Nc1ccc([N+](=O)[O-])cc1	2	0	-1	4	1	-1	9	6	-0.8	-4
N#Cc1cn(Cc2ccncc2)c(=O)[nH]c1=O	1	0	1	-1	-2	3	-4	-5	-0.2	-4
O=C(Nc1ccc(Br)cc1)c1cccc(S(=O)(=O)Nc2ccccn2)c1	-1	2	-5	1	2	2	2	-3	0.0	0
Cc1ccc2[nH]c(O)c(N=Nc3nc4ccccc4s3)c2c1	-1	-1	-5	0	2	4	3	-3	-0.4	-2
COc1ccc(OC)c(NC(=O)C2CCN(c3ncccn3)CC2)c1	3	-1	-7	-1	-2	-4	6	-1	-0.1	-7
O=C(Cn1nc(-c2ccc(Cl)cc2)ccc1=O)NCCCN1CCN(Cc2ccccc2)CC1	-3	-3	-1	-3	-5	5	-5	-8	0.4	-4
COc1ccc(-c2ccc(CN3C(CC(C)C)C(=O)N(Cc4cn(CC5CCCCC5)nn4)CCS3(=O)=O)cc2)cn1 (stereo unspecified)	9	1	2	-4	1	-2	2	-1	0.5	4
COc1ccc(S(=O)(=O)NCCc2ccccn2)cc1	8	-6	7	7	-2	5	13	-1	0.6	2
CCCCOC(=O)c1ccc(NC(=O)COC(=O)C2CSC3(C)CCC(=O)N23)cc1 (stereo unspecified)	-2	-9	5	9	3	6	8	0	1.0	8
COc1ccc(S[C@]2(C(=O)NCC(C)C)CC(=O)N[C@@H]2c2ccc(OC)cc2)cc1	.	-3	3	1	-2	-4	.	0	-0.3	-2
CCCc1cc(C(=O)N/N=C/c2ccc(C)o2)c2ccccc2n1	3	-8	-1	-4	1	8	3	4	-0.3	4
CCOc1ccc(N(CC(=O)NC2CCCCCC2)S(=O)(=O)c2ccccc2)cc1	-13	7	-6	-4	-1	0	7	-3	-0.8	-7
O=C(/C=C/c1ccc2c(c1)OCO2)NCCCN1CCOCC1	13	4	-31	9	-5	-20	5	1	2.8	-40
Cc1ccc(S(=O)(=O)Nc2nc3ccccc3nc2N2CCc3ccccc3C2)cc1	0	-8	-28	4	4	-22	-5	3	1.6	-29
CN1C(=O)c2ccccc2Sc2ccc(NC(=O)N3CCOCC3)cc21	-8	0	-6	0	-3	2	2	-4	0.2	-2
CC(=O)c1ccc(N2CCN(C(=S)Nc3ccccc3C(F)(F)F)CC2)cc1	16	-5	-7	1	3	5	6	0	0.6	2
COc1ccc(CNC(=O)C2CCN(C(=O)c3ccc(F)cc3)CC2)cc1OC	-15	2	-7	-4	3	-1	-2	1	-0.7	-4
CCC(C)NC(=O)c1cc(-c2ccccc2O)on1 (stereo unspecified)	0	0	-2	-3	-3	-4	12	-3	-0.1	-1
Cc1ccc(NS(=O)(=O)c2ccc3[nH]c(=O)[nH]c3c2)cc1	8	-10	-15	1	4	4	12	4	0.3	2
COc1cccc(-c2nnc(SCC(=O)N3CCCc4ccccc43)o2)c1	1	2	-4	-2	-1	-3	-5	2	1.3	-2
Cc1ccccc1NC(=O)NCCN1C(=O)C2C3C=CC(C3)C2C1=O (stereo unspecified)	-2	-2	2	-1	1	2	-2	2	0.3	0
C=CCN(C(=O)CSc1nc2c(sc3ccccc32)c(=O)n1CCN(CC)CC)c1ccccc1	-5	3	-25	-3	0	-16	9	1	2.2	-99
O=C(CCn1cccc1)Nc1cc(F)ccc1F	6	-3	1	1	1	2	-1	3	-0.2	-8
CCOC(=O)N1CCN(C(=O)CCSCCc2ccncc2)CC1	-3	3	6	-1	0	4	3	0	-0.1	4
Cc1cccc(C(=O)OCC(=O)Nc2ccc(F)cc2)c1	-3	-12	0	2	2	7	-1	-4	0.6	6
